# rCAG RNA binder = molecules binding r(CAG) RNA repeats | r(CAG) RNA repeat, TO-PRO-1 dye displacement fluorescence | inhibition, % at 3 µM | 1.3% of 370,000 active;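 active = inhibition above the plate cutoff, the mean of all test compounds on that plate plus 3 SD, cut at about 35% in these data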;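 also: 0% = DMSO alone and 100% = 100 µM mitoxantrone as full dye displacement; higher means more dye released from RNA so lower well fluorescence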
# MBD2 DNA inh = inhibitors of human MBD2 binding to methylated oligonucleotide. TR-FRET. inhibition, % at 4.4 µM. 0.31% of 370,000 active; in the data active = inhibition above about 13%
# Target sequence (Q9UBB5 whole entry, looked up): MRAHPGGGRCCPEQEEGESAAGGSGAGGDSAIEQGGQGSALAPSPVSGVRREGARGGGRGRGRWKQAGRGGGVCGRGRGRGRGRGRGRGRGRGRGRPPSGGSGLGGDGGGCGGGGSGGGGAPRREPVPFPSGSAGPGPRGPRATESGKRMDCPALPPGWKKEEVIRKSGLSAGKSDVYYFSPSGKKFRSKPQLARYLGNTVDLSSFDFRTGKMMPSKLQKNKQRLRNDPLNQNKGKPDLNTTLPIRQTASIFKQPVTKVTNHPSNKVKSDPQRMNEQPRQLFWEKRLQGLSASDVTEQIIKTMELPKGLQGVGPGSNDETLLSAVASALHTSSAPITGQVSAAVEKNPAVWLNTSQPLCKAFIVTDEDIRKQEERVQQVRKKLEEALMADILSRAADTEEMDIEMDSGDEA
# TCR-CD3 inh = human TCR-CD3 binding inhibition; TAMRA-labeled TCR probe fluorescence, biochemical; inhibition, % at 9.4 µM; 0.37% of 360,000 active; in the data active = inhibition above about 19%;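 also: recombinant mutant TCR 2C K166C tagged with TAMRA read by polarization; 0% = receptor in buffer alone and 100% = receptor with positive control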
# UHRF1 binding = human UHRF1 methylated DNA binding inhibitors. UHRF1 binding to methylated oligo, TR-FRET. inhibition, % at 4.4 µM. 0.75% of 370,000 active. AID 687016; in the data active = inhibition above about 21%;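 also: UHRF1 SRA domain binding a hemimethylated CpG hairpin DNA probe; 0% = median of test compound wells and 100% = reference inhibitor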
# GC-A act = GC-A (human) enzyme activation. AID 1671463. 0.14% of 370,000 active. HEK293 GC-A cells, cGMP TR-FRET, EC30 ANP; 0% at EC30 ANP, 100% saturating ANP. activation, % at 10 µM; in the data active = activation above about 40%
# mABHD4 FP = ABHD4 (mouse) inhibition, primary FP screen. purified mABHD4, FP-Rh probe fluorescence polarization. inhibition, % at 8.92 µM. 0.54% of 370,000 active. AID 720543;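 active = inhibition exceeding the mean over every tested compound plus 3 SD, cut at about 30% in these data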;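 also: 0% = plate median of compound wells and 100% = S159A mutant with DMSO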
#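 Test system: mABHD4 protein | Buffer or medium: HEPES pH 7.0 buffer, 150 mM NaCl, 0.01% Pluronic F-127 | Probe or stimulus: FP-Rh fluorescent activity-based probe, added after compound pre-incubation | Timing: Pre-incubation 45 min, probe exposure 60 min, at 25 °C | Technique: Fluorescence polarization, excitation 525 nm, emission 598 nm, BODIPY TMR filters | Repeats: Single well per compound (singlicate)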
# GC-B act = GC-B (human) receptor activation; P20594; HEK293-GC-B cells, CNP EC30, cGMP TR-FRET; 0% at EC30 CNP, 100% saturating CNP; activation, % at 10 µM; 0.11% of 370,000 active; AID 1920062;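 active = activation at 10 µM reaching about 35% in either raw or pattern-adjusted values, limit read from the data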
# HTRA1 inh = inhibitors of human serine peptidase HTRA1. Q92743. inhibition, % at 5.96 µM. recombinant HTRA1, FP-rhodamine activity-based probe, fluorescence polarization. 0.5% of 340,000 active; in the data active = inhibition above about 36%;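 also: 0% = enzyme with DMSO and 100% = wells lacking enzyme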
# SIAE inh = inhibitors of human sialic acid acetylesterase SIAE | inhibition, % at 9.66 µM | SIAE FP-Rh probe binding, fluorescence polarization | Q9HAT2 | 0.69% of 370,000 active;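 active = inhibition above a cutoff: mean of compounds within the control limits plus 3 SD of those, cut at about 17% in these data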;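 also: 0% = plate median of compound wells and 100% = probe without SIAE protein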
# PRMT1 FP inh = inhibitors of human PRMT1; Q99873; recombinant PRMT1, activity-based probe fluorescence polarization; inhibition, % at 2.79 µM; 1.3% of 370,000 active; AID 652257;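 active = inhibition above about 21% made by adding two undisclosed values, limit read from the data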
# Target sequence (Q99873 whole entry, looked up): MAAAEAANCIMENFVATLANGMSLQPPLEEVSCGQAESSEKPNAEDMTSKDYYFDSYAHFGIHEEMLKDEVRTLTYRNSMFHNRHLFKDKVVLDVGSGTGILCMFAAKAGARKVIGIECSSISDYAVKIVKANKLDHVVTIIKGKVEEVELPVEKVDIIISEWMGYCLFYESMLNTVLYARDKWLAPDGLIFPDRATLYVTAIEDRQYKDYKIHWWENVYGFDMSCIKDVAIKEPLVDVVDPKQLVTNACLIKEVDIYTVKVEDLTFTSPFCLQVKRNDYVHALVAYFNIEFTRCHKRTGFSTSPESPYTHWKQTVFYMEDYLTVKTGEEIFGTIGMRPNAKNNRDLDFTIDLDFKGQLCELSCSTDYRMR
# The depositor's hits bear a star; / = not tested or not shown; & = joins results of further samples.
SMILES,rCAG RNA binder,MBD2 DNA inh,TCR-CD3 inh,UHRF1 binding,GC-A act,mABHD4 FP,GC-B act,HTRA1 inh,SIAE inh,PRMT1 FP inh
O=C(COC(=O)CCC(=O)c1cccs1)NC(=O)c1ccc(OC(F)F)cc1,-3,0,-4,0,0,8,-1,6,6,2
O=C(N/N=C/c1cccs1)/C(=C/c1ccccc1)NC(=O)c1ccccc1,5,-4,4,-1,0,4,4,0,-1,1
O=C(CNC(=O)c1ccc(OC(F)F)cc1)NCc1ccccn1,-1,1,-3,1,-1,6,-3,2,0,2
Cc1cc(C)[n+]2n1C(=O)C(c1ccccc1)=C2[O-],1&-3,-13&-6,-1&-10,-7&-2,1&7,-2&9,-4&2,2&4,7&2,2&3
COc1ccc(-n2nc(C(=O)NCC(=O)NCc3ccc(F)cc3)c3ccccc3c2=O)c(OC)c1,2,-1,-7,2,0,-7,-1,4,5,1
CN1C(CCl)Nc2cc(Cl)c(S(N)(=O)=O)cc2S1(=O)=O (stereo not given),2,-5,-1,-2,-1,3,4,-2,4,0
CC(C)N1C(=O)C(=O)N(CC(=O)N2c3ccccc3CC2C)C1=O (stereo not given),1,-8,-6,0,2,2,-1,1,4,3
CC(CC(=O)Nc1ccc2c(c1)OCCO2)c1ccccc1 (stereo not given),-4,1,-6,3,3,6,-2,5,-3,3
Cc1c(NC(=O)CSc2nncn2-c2ccccc2)c(=O)n(-c2ccccc2)n1C,-4,3,-1,1,0,4,1,0,5,-1
Cc1ccc(CCNC(=O)C2CCN(S(=O)(=O)c3ccc4nc5c(c(C(=O)O)c4c3)CCCC5)CC2)cc1,50*,-3,2,1,-1,12,2,-10,-1,8
CC(C)(C)C(=O)Nc1ccc(N2CCCC2)cc1,17,-3,10,2,-5,1,2,31,-5,1
C[C@H]1CN([C@@H](C)CO)C(=O)CCCn2nncc2CO[C@@H]1CN(C)C(=O)c1ccncc1,2,-4,-9,-1,-3,-1,-4,2,-1,-1
O=C1C2C3CC(C2C(=O)N1c1cccc(Cl)c1)[C@H](O)C3O (stereo not given in full),-2,4,0,-1,3,1,-1,8,-2,-1
CCCCCCCCN1C(=O)[C@H](CC(=O)NCC23CC4CC(CC(C4)C2)C3)C[C@@]2(C(=O)OC)CCCCC=C12,3,3,-3,0,1,3,4,/,3,4
CCC(c1nnnn1C1CCCCC1)N1CCN(C2CCCC2)CC1 (stereo not given),-6,3,-10,5,-3,-3,-3,-1,-8,6
N#CCn1cc(/C=N/NC(=O)c2cc3c(ccc4ccccc43)o2)c2ccccc21,12,-2,1,-3,7,-23,-8,-28,-4,-3
O=C1NC[C@H](CCCCN2C[C@H](Cc3ccc(O)cc3)N(CC3CCCCC3)C(=O)C2=O)N(CC2CCCCC2)C1=O,6,2,-2,3,2,5,1,/,-3,-3
COc1ccc(CCNS(=O)(=O)c2ccc3c(c2)n(C)c(=O)c(=O)n3C)cc1OC,2,4,0,5,21,-2,12,1,0,-5
Cc1csc(SCC(=O)Nc2cc(C(C)(C)C)nn2-c2ccccc2)n1,-9,0,0,0,-7,0,2,-4,0,-2
O=C(O)c1cccc(COc2ccc3c(c2)CCC3)c1,7,-1,3,2,2,-5,-1,-2,-3,5
CC(C)NC(=O)C1CCN(C2CCN(C(=O)c3scc4c3CCCC4)CC2)CC1,-3,-7,6,4,2,-7,-3,3,9,-6
COC(=O)CCCCCc1ccc(C(C)=O)s1,-2,-1,3,0,-2,1,2,4,17*,-1
CC(C#N)Sc1ncnc2sc3c(c12)CCC3 (stereo not given),-1,3,0,-9,4,0,-3,-2,4,0
Cc1ccc(C2=[N+]([O-])C3(CCCCC3=O)N(O)C2(C)C)cc1 (stereo not given),5,-4,-5,5,3,-9,2,5,-6,-1
CCNC(=S)NNC(=O)c1cccnc1,0,3,7,-2,2,1,4,1,9,0
CCc1nnc(NC(=O)CSc2n[nH]c(-c3ccccc3O)n2)s1,10,-4,4,-3,-1,5,2,4,2,-1
N#CC1=C(N)N2C(=C(C#N)C13CCCCC3)SC1CCCCC12O (stereo not given),0,4,3,0,-10,23,-7,-17,1,-2
Cc1cc(-c2nnc(SCC(=O)Nc3cccc(Cl)c3)n2N)n[nH]1,3,-6,1,-2,1,1,-8,-3,-1,3
Cc1cc(C(=O)CSc2nnnn2C)c(C)n1CCc1ccc(F)cc1,-1,4,-6,3,5,-1,1,-4,-1,2
CCOC(=O)COn1c(=O)c(-c2ccc(OC)c(OC)c2)[n+]([O-])c2ccccc21,4,-4,-6,-8,3,7,-2,/,0,1
CC1=NN(C)C(=O)C1Cc1c(F)cccc1Cl (stereo not given),0,2,-6,-1,-1,-1,-5,3,1,5
COc1ccc(OCC(=O)OC2CCCN(C)C2)cc1 (stereo not given),-1,-7,13,-3,-1,1,5,5,-50,0
Fc1ccccc1COc1cccc2cccnc12,-4,-8,3,12,0,-4,5,-3,2,0
O=c1cc(-c2ccccc2Cl)oc2cc(O)cc(O)c12,11,-3,5,0,-1,0,6,-15,3,0
CC(C)(C)C(=O)/C=C1\NC(=O)CS1,1,-2,0,0,4,-2,-1,15,3,-3
O=C(Cc1nc2ccccc2[nH]1)c1cccc([N+](=O)[O-])c1,8,-4,1,-3,-11,7,7,-11,4,-1
O=c1cc(-c2ccccc2)c2ccc(O)cc2o1,3,-3,0,-1,2,-6,-1,2,-5,2
O=S(=O)(c1ccccc1)N1CCC2(CC1)OCCO2,0,-2,4,-1,2,-9,10,8,0,-2
CN(c1nc2ccccc2[nH]c1=O)C1CCCCC1,-3,2,1,-1,5,-3,2,1,0,0
COc1ccc(N2CC(C(=O)Nc3c4c(nn3-c3ccccc3)CS(=O)(=O)C4)CC2=O)cc1 (stereo not given),1,6,-6,4,3,-6,0,1,-7,6

# Looked up by compound from the entries so far:
SMILES,rCAG RNA binder,MBD2 DNA inh,TCR-CD3 inh,UHRF1 binding,GC-A act,mABHD4 FP,GC-B act,HTRA1 inh,SIAE inh,PRMT1 FP inh
Cc1csc(SCC(=O)Nc2cc(C(C)(C)C)nn2-c2ccccc2)n1,-9,0,0,0,-7,0,2,-4,0,-2
COC(=O)CCCCCc1ccc(C(C)=O)s1,-2,-1,3,0,-2,1,2,4,17*,-1
Cc1cc(C)[n+]2n1C(=O)C(c1ccccc1)=C2[O-],1&-3,-13&-6,-1&-10,-7&-2,1&7,-2&9,-4&2,2&4,7&2,2&3
CC(C)(C)C(=O)Nc1ccc(N2CCCC2)cc1,17,-3,10,2,-5,1,2,31,-5,1
C[C@H]1CN([C@@H](C)CO)C(=O)CCCn2nncc2CO[C@@H]1CN(C)C(=O)c1ccncc1,2,-4,-9,-1,-3,-1,-4,2,-1,-1
CCOC(=O)COn1c(=O)c(-c2ccc(OC)c(OC)c2)[n+]([O-])c2ccccc21,4,-4,-6,-8,3,7,-2,/,0,1

# The list goes on.
SMILES,rCAG RNA binder,MBD2 DNA inh,TCR-CD3 inh,UHRF1 binding,GC-A act,mABHD4 FP,GC-B act,HTRA1 inh,SIAE inh,PRMT1 FP inh
COCCn1c(SCC(=O)N2CCCCCC2)nc2c([nH]c3ccccc32)c1=O,-3,-2,4,-3,-1,2,4,3,3,-4
CCOC(=O)c1[nH]c2ccc(Cl)cc2c1NC(=O)c1nonc1C,2,-6,7,-3,0,5,-3,0,-5,1
CC(=O)NC(CC(=O)NCCOc1ccccc1F)c1ccccc1 (stereo not given),-2,5,-3,3,3,2,3,-4,3,1
COc1ccc(C(=O)NCC(=O)OCC(=O)NCCC2=CCCCC2)cc1,1,3,5,2,2,1,2,-3,-1,2
CC(=O)N1c2c(cc(Br)cc2S(=O)(=O)N2CCCCC2)CC1C (stereo not given),-1,0,1,0,6,3,5,-2,-2,1
CCOC(=O)c1ccccc1NC(=O)COc1cc(=O)n(CC)c2ccccc12,2,2,-5,-2,11,3,14,-11,4,-2
CSc1c2c(nc3ncnn13)CCC2,-1,0,-1,1,2,9,4,-1,-3,0
Cc1c(Cl)cnc(NC(=O)COC(=O)CNC(=O)c2ccccc2)c1Cl,10,1,-6,0,-3,5,5,15,1,2
CC/C(=N\NC(=S)Nc1cccc(C)c1)c1ccccc1,1,-7,5,-1,3,2,6,-15,15,1
COc1ccc(-c2csc(Nc3ccc(C)cn3)n2)cc1,6,10,3,7,2,20,5,3,9,3
CCOc1cc(/C=N/NC(=O)c2cc(-c3cccc(OC)c3)nc3ccccc23)ccc1O,21,2,-4,11,-1,-10,6,/,-8,-5
COc1ccc(-c2ccc3nnc(SCC(=O)NCC4CCCO4)n3n2)cc1 (stereo not given),-2,2,-3,1,3,-4,-9,3,6,-2
C=CCN1C(=NC(=O)COc2ccc(Cl)cc2)SC2CS(=O)(=O)CC21 (stereo not given),1,-5,-3,13,10,1,2,-1,-3,-6
CCCCNc1c(-c2cccc(-c3ccc(OC)cc3)c2)nc2cc(C)ccn12,1,-7,0,1,5,29,-4,13,22*,6
CCNC(=O)N1CCNC(=O)C1CC(=O)Nc1ccc(C(=O)OCC)cc1 (stereo not given),-2,-4,0,0,3,2,3,-2,9,1
CCN(CC)S(=O)(=O)c1cc(NC(=O)Cc2n[nH]c(=O)c3ccccc23)ccc1C,5,-3,4,-2,-10,-4,-3,-1,6,-5
Cc1onc(C(=O)NCc2ccccn2)c1[N+](=O)[O-],-5,5,5,2,1,18,1,-2,6,1
CCCCn1c(C)nc2c(=O)n(C)c(=O)[nH]c21,0,-4,-2,-1,0,1,-3,6,3,-3
O=C(CSc1nc(-c2ccccc2)ns1)N1CCOCC1,-2,-4,2,-1,2,0,-2,3,-4,-3
COc1cc(OC)cc(C(=O)NCc2cccnc2)c1,2,1,-2,-2,4,0,3,-7,-5,0
O=C(c1ccccc1)N1CCN=C1SCc1ccc([N+](=O)[O-])cc1,4,0,3,1,2,1,1,0,8,0
COC(=O)c1cc(Cl)c(NC(=O)/C=C/c2ccc(OC)cc2)cc1OC,2,-2,2,4,-2,10,-2,1,5,6
Cc1ccccc1C(=O)NC(CC(C)C)C(=O)Nc1ccc(S(N)(=O)=O)cc1 (stereo not given),-1,5,3,-2,-2,3,-1,0,-3,0
NC(=O)Cn1nc([N+](=O)[O-])nc1Oc1ccccc1F,1,-3,4,3,3,2,1,2,4,-7
Cc1cc(OCc2ccc(C(=O)Nc3ccc(C(=O)O)cc3)o2)ccc1Cl,6,0,6,1,-1,-4,-1,-8,-6,0
CC1=C(C(=O)N(C(C)C)C(C)C)CC(CC(=O)NCc2ccco2)C(=O)N1Cc1ccc(F)cc1 (stereo not given),-2,8,0,0,-4,7,-3,/,6,6
Cc1cc[n+](Cc2ccccc2)c(N)c1,3,3,6,3,-1,-8,-4,16,-7,-3
CCC(CO)NCc1sccc1C (stereo not given),-3,0,-2,2,-2,-7,-5,0,0,-3
CCN1CCN(c2nc(Nc3ccc(C)c(C)c3)nc(N)c2[N+](=O)[O-])CC1,-4,1,0,1,-1,3,-7,-8,3,0
C=CCN1C=C/C(=C\C=C(C#N)C#N)c2ccccc21,4,-12,-43,-4,-2,-143,0,-63,-116,-1
Cc1cccc(N2CCN(S(=O)(=O)c3cn(C)cn3)CC2)c1C,-1,-2,-1,-2,0,-8,5,-6,2,-1
O=C(Nc1oc2ccc(Cl)cc2c(=O)c1-c1ccc(F)cc1)c1ccco1,7,5,0,0,1,2,0,5,0,-4

# An excerpt; rates above refer to the full screens.
